MT stabilizer: microtubule stabilizers in HeLa cells, primary screen, imaging, high-content imaging. HeLa tubulin immunostaining HCS, 24 h; share of cells brighter than vehicle mean+2SD. % tubulin-high responders, % at 10 µM. actives 0.83% (n = 200,000). AID 2205, 2009;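 active = plate Z-score above 3 for both tubulin-high and condensed-nucleus cell shares, with cell loss under 80%, at 10 µM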;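 also: anti alpha tubulin signal scored within the nucleus-defined area of each cell; some results filed as inactive read as strong as hits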
T cell modulator: modulators of CD8 T cell-vesicle binding, primary screen, mouse 2C CD8+ T cells, flow cytometry. AID 2052, 2009. actives 0.068% (n = 330,000). calls only at 7 µM. 2C CD8+ T cell-vesicle binding; stronger effect = lower value;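 active = response, share of CD8 T cells binding vesicles, and their 90th percentile fluorescence all below set limits, cut at about 80% in these data, passing the limit was not always enough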
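System: murine 2C transgenic CD8+ T lymphocytes; also added: QL9-loaded Drosophila micro-vesicles; times: binding 1.5 h at 37 °C; measured by: flow cytometry, PE anti-B7-1 (FL2) versus Alexa647 anti-CD8 (FL8), PFA-fixed; control set: Peptide-free naked vesicles (low) and QL9 vesicles with 0.7% DMSO vehicle (high)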
Autophagy mod: autophagy modulators in MEF cells, primary screen, imaging, high-content, MEF GFP-LC3. MEF GFP-LC3 puncta imaging; test concentration mostly 10 µM. calls only at 10 µM (by protocol). actives 0.98% (n = 190,000). AID 463193, 2010;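 active = percentage of spot-positive cells more than 3 SD above its plate mean, without a fluorescence outlier flag or 80% toxicity; inconclusive = no clear call, values can overlap the other calls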;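 also: spot-positive cell cutoff set from DMSO-treated cells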
Insulin prom up: insulin promoter activators in MIN6 cells, imaging, high-content screening, mouse beta cells | MIN6 insulin promoter-GFP reporter; stronger effect = higher value | z-score at 5 µM | actives 0.3% (n = 190,000) | AID 1625, 2009;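 active = z-score above 3 at 5 µM with at least 500 cells counted in the well; inconclusive = wells under 500 cells, flagged as cytotoxic or low count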
b-catenin transl: modulators of beta-catenin nuclear translocation, primary screen, imaging, HeLa cells, immunofluorescence, high-content; nuclear translocation activity, % at 5 µM; actives 0.3% (n = 190,000); AID 1665, 2009;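 active = nuclear translocation activity above 50% at 5 µM, with a well cell count of 50 or more; inconclusive = wells under 50 cells across six images, flagged as toxic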;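 also: per-cell ratio of nuclear to cytoplasmic median beta-catenin stain intensity; plate controls were DMSO negative control for no effect and GSK-3 inhibitor IX positive control for full effect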
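Technique: fluorescence imaging of beta-catenin antibody stain plus DAPI / Material: human HeLa cell line / Incubation: compound treatment 24 h, 37°C, 5% CO2 / Read-out basis: % activation of per-cell nuclear versus cytoplasmic median beta-catenin signal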
West Nile antiviral: West Nile virus antiviral activity, cell-based, CPE readout (AID 1621). one-dose CPE inhibition, % at 10 µM; IC50 in µM for titrated hits. actives 0.02% (n = 290,000). West Nile virus-infected cells, CPE inhibition; higher % means a stronger effect; in the data active = a potency from the dose series; inconclusive = CPE inhibition mostly from about 3.7% at the one dose, without a potency; inactive = the rest, 99 in 100 with CPE inhibition below about 2.2%; also: strong numbers were not always called active
Hep lipid drop: inhibitors of hepatocyte lipid droplet formation, primary screen, imaging, high-throughput imaging, BODIPY stain; AML12 mouse hepatocytes, oleate lipid droplets; inhibition, % at 6.5 µM; actives 0.4% (n = 240,000); AID 1656, 2009;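 active = lipid droplet intensity inhibited by at least 50%, with more than 500 cells counted; inconclusive = wells with under 300 cells, treated as cytotoxic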
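Assay system: AML12 hepatocytes (mouse) / Also added: 100 µM oleic acid challenge / Times: overnight treatment with compound plus oleate / Detection: high-content imaging of BODIPY-stained droplets and DAPI nuclei / Evaluation: % inhibition of lipid droplet signal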
WT yeast gro inh: growth inhibition of WT strain, primary screen, mitochondrial fusion inhibitor project, WT and mutant strains, chemical genetic; actives 2.1% (n = 190,000); mitochondrial fusion phenotypic screen; AID 1362, 2008; inhibition, % at 10 µM; in the data active = inhibition above about 58%; tested in S. cerevisiae
Myeloid diff 2: induction of myeloid progenitor differentiation, primary screen, cell-based, flow cytometry, MLPCN library; ER-HoxA9 myeloid progenitors, lysozyme-GFP differentiation; calls only at 10 µM; actives 1% (n = 360,000);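 active = normalized GFP-positive differentiation at or above the plate's own cutoff, the solvent-only control mean plus 3 SD; inconclusive = no clear call, values can overlap the other calls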;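 also: cells exposed to compound for four days before flow analysis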
WT yeast gro inh mutant strain: further read-out of WT yeast gro inh, marked with its call; inhibition, %; mitochondrial fusion phenotypic screen, mutant strain inhibition
Insulin prom up cell count: also measured in Insulin prom up; calls as there; cell count; measured here: cytotoxicity, nuclei count;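 total cells summed across four imaged fields per well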
Hep lipid drop cells 6.5 µM: also measured in Hep lipid drop; calls as there; cell count; measured here: cell count, cytotoxicity flag;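 cells counted across two imaged fields per well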
b-catenin transl cell count 5 µM: also measured in b-catenin transl; calls as there; cell count; measured here: cell count, cytotoxicity flag
T cell modulator vesicle-bound %: further read-out of T cell modulator, marked with its call; double positive events, %; measured here: CD8+ vesicle-bound cell fraction;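 binding gate set so that unloaded-vesicle control wells show 10% double positive cells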
MT stabilizer Hoechst-high %: recorded beside MT stabilizer, whose call it bears; % Hoechst-high responders; measured here: nuclear condensation Hoechst responders;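 share of cells brighter than vehicle mean plus two SD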
MT stabilizer cytotoxicity %: also measured in MT stabilizer; calls as there; toxicity, %; measured here: cytotoxicity by cell density;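 0% = mean cell density of plate MIN control wells and 100% = no cells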
Autophagy mod cell loss 18 h: further read-out of Autophagy mod, marked with its call; toxicity, %; measured here: cell loss, nuclei count;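 cell loss after 18 h compound exposure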
Myeloid diff 2 GFP+ MAC1+ %: further read-out of Myeloid diff 2, marked with its call; GFP+ MAC1+ double positive, %; measured here: differentiation confirmed by MAC1 staining
Active calls of the source: *; i = inactive; ? = inconclusive; . = no result given.

SMILES	MT stabilizer	MT stabilizer Hoechst-high %	MT stabilizer cytotoxicity %	T cell modulator	T cell modulator vesicle-bound %	Autophagy mod	Autophagy mod cell loss 18 h	Insulin prom up	Insulin prom up cell count	b-catenin transl	b-catenin transl cell count 5 µM	West Nile antiviral	Hep lipid drop	Hep lipid drop cells 6.5 µM	WT yeast gro inh	WT yeast gro inh mutant strain	Myeloid diff 2	Myeloid diff 2 GFP+ MAC1+ %
C=CCOc1ccc(C=Nc2cccc(Cl)c2)c(O)c1	2.6	2.7	7.0	i	32.4	i	-4.8	0.55	1327	-0.9	1094	-0.1%	1.3	665	-17.4	-3.9	i	1.0
Fc1ccc(Nc2ccc3ccccc3n2)c(F)c1	9.0	0.6	3.8	i	2.6	i	2.6	2.56	1128	-1.5	1129	-0.5%	-5.8	717	38.9	20.3	i	0.5
COc1ccc2c(c1)C=CC1(O2)N(CCO)c2ccccc2C1(C)C (stereo unspecified)	4.3	1.3	2.9	i	17.3	i	-1.2	-1.57	583	-0.5	1263	3.0%	-18.7	720	27.7	27.5	i	0.6
COc1ccc(NC(=O)CCCC(=O)c2ccccc2)cc1OC	.	.	.	i	21.4	.	.	.	.	.	.	-0.8%	0.1	822	.	.	i	0.2
Nc1nc(=S)c2ncn(C3OC(CO)C(O)C3O)c2[nH]1 (stereo unspecified)	.	.	.	i	24.8	.	.	-0.04	1361	-0.5	1147	0.7%	19.8	783	.	.	?	.
O=C(CCCCCCCC(=O)c1ccccc1)c1ccccc1	0.6	1.6	4.1	i	61.4	i	-5.1	-0.3	1514	3.0	1519	-0.7%	2.9	739	-7.6	-0.3	i	0.2
CN(NC(=O)c1ccccc1Cl)c1ncc(C(F)(F)F)cc1Cl	.	.	.	i	9.1	.	.	0.58	1413	-1.5	1018	-0.2%	-2.0	728	.	.	i	0.4
Cc1ccc(S(=O)(=O)N(C)C)cc1NC(=O)c1c(-c2c(F)cccc2Cl)noc1C	.	.	.	i	40.7	.	.	-0.14	1435	0.4	1241	-0.7%	-20.7	658	.	.	i	0.8
S=c1[nH]nc(-c2ccco2)n1/N=C/c1ccc(Cl)cc1Cl	1.7	1.2	0.5	i	51.0	i	3.4	-0.08	1571	-0.8	1346	0.5%	.	.	41.0	36.6	i	1.1
CC1CCCN(C(=O)C2CCC(CNc3c(N4CCCCC4)c(=O)c3=O)CC2)C1 (stereo unspecified)	.	.	.	i	50.0	.	.	-0.36	1084	-0.6	1362	0.5%	3.3	716	.	.	i	0.2
Cc1c(-c2nnc(SCC(=O)O)n2-c2ccccc2Br)nnn1-c1ccccc1	3.3	2.1	1.7	i	26.1	i	1.2	0	1229	-3.3	567	0.4%	-5.7	677	-5.6	-15.8	i	0.8
CC(=O)N1CCN(Cc2nc(-c3cccc(Cl)c3)no2)CC1	0.7	0.4	6.4	i	25.9	i	-0.2	-0.12	1395	3.0	902	-1.2%	27.0	726	-12.3	-6.6	i	0.2
CCCN1C(=O)/C(=C\c2ccncc2)SC1=Nc1ccccc1	1.6	3.7	12.8	i	49.1	i	-11.2	-0.46	1301	2.5	497	-0.2%	7.1	642	26.4	-3.4	i	0.2
CC1(C)CC(=O)C(N=Nc2c(Cl)cc(Cl)cc2Cl)=C(O)C1	3.3	3.2	6.2	i	17.3	i	-0.7	0.28	1476	-1.8	1087	-0.1%	6.7	703	-27.6	14.7	i	0.0
CCOC(=O)c1cc(-c2ccccc2)n(CC2CC(c3ccc(OC)cc3)=NO2)n1 (stereo unspecified)	.	.	.	i	12.4	.	.	.	.	.	.	0.3%	-0.8	751	.	.	i	2.7
COc1ccc(NC(=O)CN(c2ccccc2C)S(C)(=O)=O)c(OC)c1	.	.	.	i	49.9	.	.	.	.	.	.	-0.8%	1.2	780	.	.	i	0.6
S=C(Nc1ccccc1)N1CCN(C(=S)Nc2ccccc2)CC1	3.7	1.4	6.4	i	63.6	i	-1.4	-0.38	1197	-1.9	1075	0.5%	12.1	711	-3.6	-15.1	.	.
CCOC(=O)C1(CCCc2ccccc2)CCN(C(=O)CCC2=NNC(=O)CC2)CC1	2.2	1.0	0.5	i	54.9	i	-33.4	-1.43	1377	0.2	937	-0.9%	-3.3	713	-1.9	-7.4	i	0.1
O=C(/C=C/c1cn(-c2ccccc2)nc1-c1ccccc1)Nc1ccc(C(=O)O)cc1	4.2	2.4	5.8	i	43.9	i	13.6	.	.	4.4	1017	0.5%	-16.0	722	10.9	-1.1	i	0.1
Cc1ccc(-c2cccc(C3CC=CC4C3C(=O)N(Cc3ccccc3)C4c3ccc4ccccc4c3)c2)cc1 (stereo unspecified)	.	.	.	i	47.6	.	.	.	.	-1.4	1165	0.1%	-5.4	728	.	.	i	1.5
CC(C)c1ccc(CN2CC(C(=O)Nc3ccccc3)CC2=O)cc1 (stereo unspecified)	2.2	3.3	15.1	i	59.4	i	-18.4	.	.	-5.5	1143	-1.2%	9.8	690	7.2	-26.7	i	1.0
Cc1ccccc1NC(=S)NNC(=O)c1ccoc1C	1.8	1.8	6.2	i	24.5	i	13.0	-0.04	1491	-3.4	976	0.1%	.	.	12.2	14.6	i	1.1
CCCN1C(=O)c2cc(C(=O)Nc3ccc(OC)cc3OC)ccc2C1Nc1ccc(OC)cc1OC (stereo unspecified)	3.4	1.5	2.8	i	57.7	i	6.3	0.51	1281	-0.9	1147	0.2%	-10.5	709	3.7	3.4	i	1.0
COc1ccc(/C(C)=N/NC(=O)CNC(=O)CCc2ccccc2)c(OC)c1	.	.	.	i	17.2	.	.	-0.12	975	2.1	1279	0.0%	-1.0	726	.	.	i	0.7
CCCCNC(=O)CN(c1ccc(Cl)c(Cl)c1)S(C)(=O)=O	4.8	2.2	9.6	i	42.8	i	0.9	0.15	1416	.	.	-0.5%	15.4	731	1.7	14.0	i	0.2
CN=C1SC(CC(=O)Nc2ccc(F)cc2F)C(=O)N1/N=C/c1ccc(OC(F)F)c(OC)c1 (stereo unspecified)	2.7	2.9	7.5	i	49.0	i	8.3	-1.31	1346	0.5	1513	-1.1%	0.8	722	-8.1	18.5	i	0.1
OCCNCCSc1nc(C2CCCCC2)n(-c2ccccc2Cl)n1	.	.	.	i	59.4	.	.	0.42	1410	-0.1	1205	-0.2%	0.0	736	.	.	i	0.1
O=S(=O)(NC1CCCC1)c1ccc(S(=O)(=O)N(Cc2cccs2)CC2CCCO2)cc1 (stereo unspecified)	4.6	3.0	9.8	i	32.6	i	20.5	0.73	1739	-1.1	1059	-0.7%	-14.3	668	-3.2	1.7	i	8.9
CCOC(=O)c1ccc(NC(=O)CC2Sc3ncnn3C2=O)cc1 (stereo unspecified)	4.1	3.0	6.9	i	63.5	i	-14.1	0.89	1802	-1.0	1081	0.2%	7.8	724	4.6	5.7	i	0.6
CCS(=O)(=O)N1CCN(c2ccc([N+](=O)[O-])c(NC(C)c3ccccc3)c2)CC1 (stereo unspecified)	2.7	1.4	4.8	i	44.2	i	3.2	-0.35	1662	1.6	1360	-0.6%	.	.	48.0	-7.9	i	0.6
CCCN(C(=O)Cn1ncc2c(=O)oc3ccccc3c21)c1cccc(C)c1	1.9	1.6	8.0	i	28.9	i	-8.8	-0.52	1203	-2.4	1087	-0.2%	-17.7	712	5.3	-1.4	i	0.5
Cc1ccc(S(=O)(=O)NN2C(=O)c3ccccc3NC2c2ccccn2)cc1 (stereo unspecified)	4.2	2.6	9.6	i	27.9	i	-3.7	0.82	1129	0.4	1055	0.2%	-2.6	774	0.2	-14.8	i	0.3
CCCCNc1c(N2CCN(C(=O)OCC)CC2)c(=O)c1=O	5.7	2.6	10.2	i	48.3	.	.	0.13	1955	-2.9	1063	0.3%	-13.8	646	2.1	6.6	i	1.2
O=C(CN1CCN(c2ccccc2)CC1)Nc1ccc(-n2cnnn2)cc1	3.4	3.0	3.0	i	9.6	i	-5.4	0.07	1308	.	.	0.7%	-2.6	639	4.6	-7.8	i	9.4
O=C(NCc1ccc(F)cc1)c1c(O)c2cccc3c2n(c1=O)CCC3	3.5	2.2	7.1	i	36.7	i	13.7	-0.78	1099	-3.4	1020	0.1%	.	.	-1.3	-14.5	i	0.5
CCCC(C(=O)NC1CCCC1)N(Cc1ccccc1Cl)C(=O)c1snc(C(N)=O)c1N (stereo unspecified)	.	.	.	i	32.2	.	.	.	.	.	.	0.2%	6.2	749	.	.	i	0.3
COc1ccc(S(=O)(=O)N(CC(=O)N2CCN(C)CC2)c2ccccc2)cc1OC	3.9	2.9	3.7	i	8.1	i	-11.3	0.8	1344	-1.1	610	0.2%	.	.	1.2	16.2	i	1.3
Cc1ccccc1CN1C(=O)/C(=C\c2ccc(C(=O)NCCN3CCOCC3)cc2)Sc2ccccc21	.	.	.	i	14.6	.	.	.	.	.	.	0.2%	-1.6	721	.	.	i	5.8

Pulled one by one from the list above:
SMILES	MT stabilizer	MT stabilizer Hoechst-high %	MT stabilizer cytotoxicity %	T cell modulator	T cell modulator vesicle-bound %	Autophagy mod	Autophagy mod cell loss 18 h	Insulin prom up	Insulin prom up cell count	b-catenin transl	b-catenin transl cell count 5 µM	West Nile antiviral	Hep lipid drop	Hep lipid drop cells 6.5 µM	WT yeast gro inh	WT yeast gro inh mutant strain	Myeloid diff 2	Myeloid diff 2 GFP+ MAC1+ %
CCCCNc1c(N2CCN(C(=O)OCC)CC2)c(=O)c1=O	5.7	2.6	10.2	i	48.3	.	.	0.13	1955	-2.9	1063	0.3%	-13.8	646	2.1	6.6	i	1.2
Cc1ccccc1CN1C(=O)/C(=C\c2ccc(C(=O)NCCN3CCOCC3)cc2)Sc2ccccc21	.	.	.	i	14.6	.	.	.	.	.	.	0.2%	-1.6	721	.	.	i	5.8
